mcGAS MS inh: inhibitors of mouse cGAS. AID 1259397. recombinant mouse cGAS, cGAMP by RapidFire MS. Q8C6L5. inhibition, % at 12.5 µM. actives 0.18% (n = 130,000);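 active = inhibition of cGAS enzyme activity at or above 60%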;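 note: enzyme stimulated by 45 bp dsDNA with ATP and GTP substrates; cGAMP share of summed cGAMP plus half ATP and half GTP signals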
Target sequence (Q8C6L5 whole entry, looked up): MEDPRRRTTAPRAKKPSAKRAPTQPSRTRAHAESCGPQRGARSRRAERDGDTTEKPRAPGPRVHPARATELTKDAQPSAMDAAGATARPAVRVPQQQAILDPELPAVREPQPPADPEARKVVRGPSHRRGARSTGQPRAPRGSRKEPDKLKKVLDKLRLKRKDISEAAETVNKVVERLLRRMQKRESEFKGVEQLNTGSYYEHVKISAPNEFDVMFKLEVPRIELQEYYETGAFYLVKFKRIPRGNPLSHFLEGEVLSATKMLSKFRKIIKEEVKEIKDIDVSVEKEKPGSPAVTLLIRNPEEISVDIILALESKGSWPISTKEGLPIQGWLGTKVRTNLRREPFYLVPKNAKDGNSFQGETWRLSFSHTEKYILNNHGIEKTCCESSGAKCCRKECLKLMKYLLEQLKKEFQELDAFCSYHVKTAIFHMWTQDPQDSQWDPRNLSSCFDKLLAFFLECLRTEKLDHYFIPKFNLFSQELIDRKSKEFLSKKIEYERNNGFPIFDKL
The depositor's hits bear a star; & = joins results of further samples. Not all compounds are listed; the hit share may differ from the screen's.

| Structure | mcGAS MS inh |
| --- | --- |
| O=C(CCc1nc2ccccc2c(=O)[nH]1)OCC(=O)N1CCSc2ccccc21 | 4.0 |
| CSCc1cccc(C(=O)Nc2cccnc2)c1 | -3.7 |
| CC(=O)N1CCCC(S(=O)(=O)Oc2cccc(F)c2)C1 (stereo unspecified) | -12.4 |
| NC(=O)[C@@H]1Cc2ccccc2N1S(=O)(=O)c1ccc(S(=O)(=O)N2CCCCC2)cc1 | 5.1 |
| O=C(NN1C(=O)NC2(CCCCC2)C1=O)C1COc2ccccc2O1 (stereo unspecified) | 5.7 |
| Cc1cc(C(F)(F)F)nc(CCNC(C)Cn2cncn2)n1 (stereo unspecified) | -16.5 |
| CN(Cc1ncc[nH]1)c1nc(-c2cccnc2)nc2c1cnn2C | -25.4 |
| Cc1ccc(NC2CCN(C(=O)CS(=O)(=O)C(C)C)CC2)nn1 | -5.9 |
| Cc1cc(C(=O)N2CCC3(CN(C)C(=O)O3)C2)c2c(C)nn(C)c2n1 (stereo unspecified) | -9.5 |
| NC(=O)c1ccc(-c2cnn3cccnc23)cc1 | -20.5 |

Entries shown so far that have a halogen:
| Structure | mcGAS MS inh |
| --- | --- |
| CC(=O)N1CCCC(S(=O)(=O)Oc2cccc(F)c2)C1 (stereo unspecified) | -12.4 |
| Cc1cc(C(F)(F)F)nc(CCNC(C)Cn2cncn2)n1 (stereo unspecified) | -16.5 |

(more compounds)
| Structure | mcGAS MS inh |
| --- | --- |
| COC(=O)c1sc(NC(=O)C2COc3ccccc3O2)c(C(=O)OC)c1C (stereo unspecified) | -2.1 |
| CC(C)Cn1c2c(=O)n(C)c(=O)n(C)c2n2c(-c3ccc(OCc4ccccc4)cc3)nnc12 | -4.5 |
| Cc1ccc2cccc(OCCNC3CCN(C(=O)C(C)C)CC3)c2n1 | -30.7 |
| O=C(NC1CC1)C(c1ccccc1)N1CCN(S(=O)(=O)c2cccc(Cl)c2)CC1 (stereo unspecified) | -4.4 |
| CCCNC(=O)CNS(=O)(=O)N1CCCCCC1 | -5.1 |
| CCCCc1csc(C(=O)Nc2cc(C(N)=O)ccc2Cl)n1 | -4.0 |
| COc1ccc(Cl)cc1Cn1cc(C(=O)NCc2ccc3c(c2)OCO3)sc1=O | -3.0 |
| CCN(C(=O)CCc1ccccc1F)C(C)CO (stereo unspecified) | -11.1 |
| CC(C)(C)C1c2[nH]c3ccccc3c2CCN1Cc1cccnc1 (stereo unspecified) | -4.3 |
| CCc1cc(CNC(=O)CC(c2ccccc2)c2ccc3c(c2)OCO3)on1 (stereo unspecified) | -6.2 |

Given with values ahead of the structure: 4 of the compounds above
mcGAS MS inh	SMILES
-30.7	Cc1ccc2cccc(OCCNC3CCN(C(=O)C(C)C)CC3)c2n1
-4.4	O=C(NC1CC1)C(c1ccccc1)N1CCN(S(=O)(=O)c2cccc(Cl)c2)CC1 (stereo unspecified)
-5.1	CCCNC(=O)CNS(=O)(=O)N1CCCCCC1
-4.0	CCCCc1csc(C(=O)Nc2cc(C(N)=O)ccc2Cl)n1

(further entries)
| Structure | mcGAS MS inh |
| --- | --- |
| Cc1cc2ccccc2n1CCC(=O)N[C@@H](CO)Cc1ccccc1 | -1.7 |
| COC(=O)c1ccc(-n2c(C)cc(/C=N/n3cnnc3)c2C)cc1 | -13.8 |
| CC1CC(Nc2ccc(C(=O)N(C)C)cn2)C(=O)N1c1ccccc1 (stereo unspecified) | -10.9&-2.5 |
| Cc1ccc(CCC2CCN(Cc3nc(N)nc(N)n3)CC2)cc1 | -5.1 |
| O=C(O)CNC(=O)C1CCCCC1 | -0.8 |
| Cc1cc(=O)[nH]c2c(C)c(Cl)ccc12 | -14.3 |
| CC(C)Cn1c(SCCC(N)=O)nc2sc3c(c2c1=O)CCC3 | -11.5 |
| Cc1cc(C)nc(N=Nc2c(O)[nH]c3ccc(Br)cc23)n1 | 27.2 |
| O=C(CC1CC2CCC1C2)NC(c1ccccc1)c1ccncc1 (stereo unspecified) | -7.8&-6.8 |
| O=C(c1cc(-c2ccsc2)n[nH]1)N1CCOC(Cc2ccccc2)C1 (stereo unspecified) | -3.0 |
| N#CCCN(CCC#N)c1scc[n+]1Cc1ccccc1 | -2.9 |
| O=C1CC(c2cccc([N+](=O)[O-])c2)Sc2nc(C34CC5CC(CC(C5)C3)C4)nn21 (stereo unspecified) | -9.7 |
| O=C(c1ccccc1OCc1cccnc1)N1CCC(O)(c2ccc(Br)cc2)CC1 | -4.6 |
| CN1CCCC2(CCN(C(=O)c3cc4c(s3)CCCCC4)C2)C1=O (stereo unspecified) | -4.6 |
| COc1cccc(-c2cccc(NC(=O)C3CCN(CCCn4cccn4)CC3)c2)c1 | -5.4&4.9 |
| Cn1c(C(F)(F)F)nc2c(=O)oc3ccccc3c21 | -19.8 |
| CC(C)(C)C1C=C(Sc2ccccc2)C(=O)O1 (stereo unspecified) | -9.0 |
| O=C1C(=Cc2ccc(F)cc2)NC(=S)N1Cc1ccco1 | -3.3 |
| COCCCn1ccc(NC(=O)N2CCC(c3noc(C)n3)CC2)n1 | -12.1 |
| CCCc1ccc2oc(C(=O)N(C)Cc3nccn3C)c(C)c2c1 | 6.3 |
| Cn1nc(C(=O)N2CCCC(Nc3ccc(F)c(F)c3)C2)ccc1=O (stereo unspecified) | 6.8 |
| CC(C)n1cc(CN2CCC(CNC(=O)C3CCCCC3)C2)cn1 (stereo unspecified) | -30.0 |
| CCCc1cc(=O)oc2cc(OC(C)C(C)=O)c(Cl)cc12 (stereo unspecified) | -5.0 |
| Cc1nc2n(n1)C(=O)C(C(c1ccccc1)N1CCC(C)CC1)S2 (stereo unspecified) | -7.1 |
| CC(C)(C)C1CCC2(CC1)NC(CO)(CO)CO2 (stereo unspecified) | -9.6 |
| Cc1ccccc1NC(=O)CC1CSc2nccc(=O)n21 (stereo unspecified) | -3.6 |
| CS(=O)(=O)c1ccc(-n2ccnc2-c2ccccn2)cc1 | -8.9 |
| O=c1c2cnc3ncnn3c2ccn1CCO | -4.1 |
| CCSc1nc(CC(=O)N(C)Cc2cc(C3CC3)n[nH]2)cs1 | -12.6 |
| Clc1ccc(CSc2nnc3c(n2)OC=Nc2ccccc2-3)cc1 | 2.7 |
| CC1(C)C(=O)NC(=O)N1Cc1nc(C2CC2)nn1-c1ccc2c(c1)OCCO2 | -8.3 |
| N#Cc1cccc(NC(=O)CCn2cnc3sccc3c2=O)c1 | -11.4 |
| COc1ccc(OCCN(C)Cc2cc3c(cc2O)OCO3)cc1 | -7.5 |
| Cc1cccc(C(=O)c2c(NC(=O)C3CCS(=O)(=O)C3)sc3c2CCCC3)c1 (stereo unspecified) | 5.2 |
| COc1ccc(Cl)cc1Cn1c(C)c(C(=O)NCc2cccc3ccccc23)sc1=O | -3.2 |
| COc1cc(CC(=O)N(C2CC2)C(C)c2ccco2)cc(OC)c1OC (stereo unspecified) | -1.8 |
| CCOC(=O)C1CCN(C(c2ccc(Br)cc2)C2Sc3nc(C)nn3C2=O)CC1 (stereo unspecified) | -9.1 |
| CC1(C(=O)NS(=O)(=O)c2cccs2)CCN1C(=O)C1CC1 (stereo unspecified) | -10.5 |
| Clc1nsc(NC2CCCCC2)n1 | -8.6 |
| O=c1c2ccccc2cnn1CN(Cc1ccccc1C(F)(F)F)C1CC1 | 3.2 |

Among those listed so far, three have a tert-butyl group:
| Structure | mcGAS MS inh |
| --- | --- |
| CC(C)(C)C1c2[nH]c3ccccc3c2CCN1Cc1cccnc1 (stereo unspecified) | -4.3 |
| CC(C)(C)C1C=C(Sc2ccccc2)C(=O)O1 (stereo unspecified) | -9.0 |
| CC(C)(C)C1CCC2(CC1)NC(CO)(CO)CO2 (stereo unspecified) | -9.6 |

Further structures follow:
| Structure | mcGAS MS inh |
| --- | --- |
| CC(=O)Nc1sc2c(c1C(=O)Nc1ccccc1C)CCC(C)C2 (stereo unspecified) | -4.9 |
| O=C(C(=O)N1CCCC1c1nc(-c2ccccc2)no1)c1ccco1 (stereo unspecified) | -15.5 |
| Cc1noc(C)c1CC(=O)N1CCCC(Nc2ccc3c(c2)OCO3)C1 (stereo unspecified) | -8.8&-3.0 |
| CCOC(=O)C1(Cc2ccccc2Cl)CCN(C(=O)c2ccncc2)CC1 | -13.8 |
| O=C(N[C@H]1CCCCNC1=O)c1cc(Cn2ccc3ccccc32)[nH]n1 | -1.9 |
| CC1CCC2(CC1)NC(=O)N(CN(CCC#N)CCC#N)C2=O (stereo unspecified) | -0.6 |
| O=C(C(=NNc1ncnc2sc3c(c12)CCCC3)c1ccco1)c1ccco1 | -13.7 |
| COc1ccc(CCNS(=O)(=O)c2cc(Cl)ccc2Cl)cc1OC | -2.5 |
| COc1cccc(-c2ccc(NC(=O)C3CCCN3S(C)(=O)=O)cc2)c1 (stereo unspecified) | -4.4 |
| Cc1nn(C(=O)/C=C/c2ccccc2)c(C)c1Sc1ccc([N+](=O)[O-])cc1 | -6.7 |

The list goes on.
SMILES | mcGAS MS inh
CN(CCOc1ccc(Cl)cc1)S(=O)(=O)c1ccc(N2CCCC2=O)cc1 | -1.0
Cc1ccccc1CCN1CCCC(CN(C)C(=O)/C=C/c2cccnc2)C1 (stereo unspecified) | -16.6
CN1CCC(NC(=O)C2(C)CCN2Cc2ccc(-c3ccccc3)o2)CC1 (stereo unspecified) | -4.4
CCN(C(=O)c1ncoc1C(C)C)c1ccccc1C(=O)OC | -6.8
O=C(Nc1nnc(Cc2ccc(F)cc2)s1)N1CCSCC1 | -35.4
Cc1ccc(C(=O)NCC(=O)NCc2ccc(C3OCCO3)cc2)cc1 | -5.7
COc1cc(COc2cc(N)c(Cl)cc2C(=O)CCC2CCN(CCNS(C)(=O)=O)CC2)cc(OC)c1 | 0.8
O=C(CC1Nc2cccc3cccc(c23)NC1=O)Nc1ccc([N+](=O)[O-])cc1 (stereo unspecified) | -1.8
Cc1sc2nc(C(C)Sc3nnc(-c4cccs4)n3C3CC3)[nH]c(=O)c2c1C (stereo unspecified) | 1.0
CC1(C)CC(CN2CCC(CCC(=O)Nc3ccccc3Cl)CC2)CCO1 (stereo unspecified) | -6.8
CCCNc1ccc(C#N)cc1NC(=O)Cc1cccc(O)c1 | 1.2
CC(C)COC1CCN(CCS(N)(=O)=O)C1 (stereo unspecified) | -4.3
CC(=O)Nc1ccc(N2C(=O)CSC2c2cccc(Br)c2)cc1 (stereo unspecified) | -9.1
Cc1nc(-c2ccccc2)sc1C(=O)NCCN1CCCCCC1 | -7.4
COc1ccc(C(=O)Nc2nnc(C)s2)cc1[N+](=O)[O-] | 4.2
COc1cc(NCc2cc(F)cc3c(C)c(C)[nH]c23)ncn1 | -4.7
CC(=O)C(C)n1c(=O)c2c(nc3n(-c4ccccc4)c(-c4ccccc4)cn23)n(C)c1=O (stereo unspecified) | -9.2
CCC1CN(S(=O)(=O)c2cc(F)ccc2C(=O)OC)CCO1 (stereo unspecified) | -2.7
Nc1nnc2c([nH]c3ccccc32)c1-c1ccccc1 | 0.2
CSc1ncccc1C(=O)NCCc1cccs1 | -3.6
CN(CCCOc1ccccc1)CC(=O)NC(=O)NC(C)(C)C | -47.8
Cn1cc(-c2nc(C(=O)NCCCNC3CCCCC3)cs2)cn1 | -4.8
CC(C)CCNS(=O)(=O)c1cccc2nsnc12 | -3.3
CCCOc1ccc(C=Nc2sc3c(c2C#N)CCC3)c(O)c1 | 15.9
CCCC1(c2ccccc2)NC(=O)N(CC(=O)c2cccc(OC)c2)C1=O (stereo unspecified) | -4.7
CNC(=O)C1CCN(c2nc3ncn(CC(=O)Nc4cccc(C)c4C)c(=O)c3s2)CC1 | -7.8
CN=C(NC#N)NCCSCc1csc(N=C(N)N)n1 | -2.7
Cc1cc(N2CCCC(N)CC2)nc(-c2ccccc2)n1 (stereo unspecified) | 6.0
COc1ncncc1NC(=O)N(C)CCc1cccs1 | -5.0
COC(=O)C1CCCN1C(=O)C12CC3CC(CC(C3)C1)C2 (stereo unspecified) | -3.9
CCCCn1c(C)c(C)n2c3c(=O)n(CC(=O)OC)c(=O)n(C)c3nc12 | -0.5
COC(=O)C1=NN[C@@](C)(C(=O)OC)[C@H]1c1ccccc1 | -14.4
COc1cccc(CN2CCCCC2CCn2cccn2)c1O (stereo unspecified) | -12.5
CN(C)CC1(O)CCN(C(=O)c2cccc(-c3ncc[nH]3)c2)C1 (stereo unspecified) | -14.7
COc1ccc(/C(C)=N/NC(=O)CSc2nnc(-c3ccccc3)n2-c2ccccc2)cc1OC | -7.8
COc1ccc(C(=O)N2CCCC(N3CCN(c4ccc(F)cc4)CC3)C2)o1 (stereo unspecified) | 0.5
O=C1O[C@@H](CO)[C@H](O)[C@@H](O)[C@@H]1O | 19.2
NC(=O)c1ccccc1OCCCOc1ccc(Cl)cc1 | -1.8
COc1ccc(C(=O)NC(C)c2ccccc2)cc1OC1CCN(C(C)=O)CC1 (stereo unspecified) | -2.9
O=C(CC1C(=O)NCCN1C/C=C/c1ccccc1)NCc1ccc(F)cc1 (stereo unspecified) | -9.6
O=C(O)Cc1cc(-c2ccc(F)cc2)on1 | 4.8
FC(F)(F)C(Oc1nc(NC2CCCCC2)nc(N2CCOCC2)n1)C(F)(F)F | -5.3
O=C(NCC(O)c1ccc(Cl)cc1)C1CCCN1c1ncccn1 (stereo unspecified) | -10.6
O=C(O)Cc1cc(-c2cc3ccccc3o2)on1 | 6.3
Cc1ncc(C(=O)N2CCOC(C(F)(F)F)C2)c(-c2ccccc2)n1 (stereo unspecified) | -2.8
Cc1ccc(C(=O)NCc2ccc(-c3ccc(O)cc3)cc2)o1 | 0.0
COc1cccc(C(c2c(C)[nH]n(-c3ccccc3)c2=O)c2c(C)[nH]n(-c3ccccc3)c2=O)c1O | -10.5
CCN(C(C)Cc1ccc(OC)cc1)S(=O)(=O)c1cccnc1 (stereo unspecified) | -14.7
Cc1cc(N2CCN(C(=O)c3ccc(-n4cc[nH]c4=S)cc3)CC2)nc(C(C)C)n1 | -23.3
O=c1c(C(F)(F)F)cccn1Cc1csc(COc2ccc(Cl)cc2)n1 | 4.3
O=C(Cc1cccs1)Nc1nonc1C(=O)N1CCCCC1 | 2.5
CCCCC(=O)OCC(=O)Nc1cc(OC)c([N+](=O)[O-])cc1C | -2.0
CCC(CC)NC(=O)CSc1nnc(N2CCOCC2)n1C1CC1 | -3.0
CCN(C(=O)c1ccc2c(c1)OCO2)c1ccc2ccccc2c1 | -6.5
COc1ccc(NC(=O)C2(C)CCN2Cc2ccc(NC(C)=O)cc2)cc1OC (stereo unspecified) | -8.1
